bIAP inh – intestinal alkaline phosphatase (bovine) inhibition | purified bovine IAP, CDP-star luminescence, 30 min | AID 1019 | 190,000 tested, under 10 active | inhibition, % at 20 µM;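 active = over 50% inhibition of intestinal alkaline phosphatase at 20 µM in the single-dose screen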
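Assay system: bovine IAP enzyme; medium: DEA buffer 100 mM, pH 9.8, with MgCl2 1.0 mM, ZnCl2 0.02 mM; doses: 20 µM single dose; incubation: enzyme reaction for 30 min at room temperature; detection: CDP-star luminescence signal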
APP 5UTR inh – APP translation inhibition; SH-SY5Y APP 5'UTR-luciferase reporter, luminescence; inhibition, % at 2 µM; 190,000 tested, 0.82% active;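 active = inhibition above a set limit, derived from the sample mean plus 3 SD, cut at about 45% in these data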; note: values of inactives mirror those of a sister screen read the other way
Lmaj promast – inhibitors of Leishmania major promastigote growth; inhibition, % at 10 µM; Leishmania major promastigotes, resazurin fluorescence viability; AID 1063; 200,000 tested, 9% active; in the data active = inhibition above about 50%;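 note: promastigotes grown with compound for 44 hours at 28 °C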
FLuc inh counter – Photinus pyralis luciferase inhibition counter-screen | P08659 | ATPLite firefly luciferase biochemical luminescence, 10 min | inhibition, % at 10 µM | 200,000 tested, 1.5% active;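 active = inhibition above about 50% when tested at 10 µM, limit read from the data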
TNAP inh noacc – inhibitors of human TNAP without phosphate acceptor | inhibition, % at 20 µM | purified TNAP, CDP-star luminescence, 30 min | AID 1012 | P05186 | 200,000 tested, 0.26% active;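 active = tissue-nonspecific alkaline phosphatase inhibition above about 50% at 20 µM in the single-dose screen, limit read from the data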;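 note: 0% = DMSO negative control and 100% = EDTA positive control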
Target sequence (P05186 whole entry, looked up): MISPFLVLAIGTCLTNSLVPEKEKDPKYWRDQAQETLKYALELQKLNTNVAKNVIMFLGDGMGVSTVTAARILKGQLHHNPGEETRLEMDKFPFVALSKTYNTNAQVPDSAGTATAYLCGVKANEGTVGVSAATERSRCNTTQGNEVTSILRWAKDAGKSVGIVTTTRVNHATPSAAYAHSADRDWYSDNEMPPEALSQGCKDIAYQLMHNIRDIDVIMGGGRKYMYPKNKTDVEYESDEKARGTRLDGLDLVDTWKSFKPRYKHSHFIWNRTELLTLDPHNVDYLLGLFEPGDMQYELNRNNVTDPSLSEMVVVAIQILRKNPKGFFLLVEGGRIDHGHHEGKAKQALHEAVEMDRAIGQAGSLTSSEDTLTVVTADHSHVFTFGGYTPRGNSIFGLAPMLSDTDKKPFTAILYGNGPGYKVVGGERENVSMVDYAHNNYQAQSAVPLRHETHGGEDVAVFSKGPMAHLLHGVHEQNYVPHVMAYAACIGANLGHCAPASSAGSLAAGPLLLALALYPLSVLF
RAM network inh – blocks the yeast RAM network. S. cerevisiae dse1pr::URA3 reporter, 5-FOA growth OD615, 2 d; analog-sensitive cbk1-as2 kinase mutant strain. inhibition, % at 50 µM. 190,000 tested, 1.8% active;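 active = inhibition above a set limit, 3 SD over mean compound inhibition, cut at about 8.4% in these data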;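 note: 0% = DMSO-only wells with no growth and 100% = 10 µM 1-NA-PP1 full growth; inhibition rescues growth on 5-FOA so higher OD means more RAM inhibition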
bIAP activator – intestinal alkaline phosphatase (bovine) activation | purified bovine IAP, CDP-star luminescence, 30 min; stronger effect = higher value; fold of DMSO-control signal, blank-subtracted | activation factor at 20 µM | 200,000 tested, 0.17% active;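 active = activation factor of 2 or more at 20 µM, a signal rise over negative controls twice the positive control's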
TNAP act hi DEA – activators of human TNAP at high phosphate acceptor concentration | activation factor at 20 µM | P05186 | 200,000 tested, under 10 active | AID 1136 | purified TNAP, CDP-star luminescence, 1 M DEA, 30 min; stronger effect = higher value; 0 = EDTA background, 1 = DMSO-only activity;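 active = activation factor at least 2 at 20 µM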
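Control set: EDTA negative control, DMSO positive control / Assay system: human TNAP / Quantity: TNAP 1/800 final / Evaluation: TNAP activation factor scaled between EDTA and DMSO control wells / Measured by: luminescent substrate turnover signal / Compound dosing: one dose, 20 µM / Times: 30 min enzyme reaction at room temperature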
FLuc stim CS – affects firefly luciferase, flagging false hits in luciferase stimulation screens; P08659; ATPlite luciferase biochemical, luminescence, 10 min; 0 = ATP-free wells, 1 = DMSO control; activation factor at 10 µM; 200,000 tested, under 10 active;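 active = luciferase activation factor, scaled between plate controls, of at least 2 with compound at 10 µM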
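test system = cell-free luciferase reagent | medium = PBS as buffer for the ATP substrate | dosing = test compounds dosed from 2 mM stocks in 100% DMSO | incubation = 10 min at ambient temperature | detection = luminescence measurement of luciferase light output | benchmarks = low control with PBS replacing ATP, high control enzyme plus ATP without compound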
TNAP inh hiacc – inhibitors of human TNAP at high phosphate acceptor concentration. purified TNAP, CDP-star luminescence, 1 M DEA. inhibition, % at 20 µM. 200,000 tested, 0.03% active. AID 1135;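 active = over 50% inhibition of tissue-nonspecific alkaline phosphatase at 20 µM in the single-dose screen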;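 note: plate controls were DMSO wells for no effect and EDTA-quenched wells as full inhibition for full effect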
Numbers without * were called inactive; · = not tested or not shown. Outcome played no part in choosing rows (roughly 13% active in at least one column).

| # | smiles | TNAP act hi DEA | bIAP activator | APP 5UTR inh | TNAP inh hiacc | FLuc inh counter |
| --- | --- | --- | --- | --- | --- | --- |
| 1 | Cc1ccc(C(=O)Nc2cccc(C(=O)O)c2)cc1 | 1.1 | 0.9 | 36 | -11 | 62* |
| 2 | CC(C)Sc1nc2ncnc(N)c2[nH]1 | 1 | 1 | -24 | -2 | -5 |
| 3 | CCSc1nnc(NC(=O)c2csc3c2CCC(C)C3)s1 (stereo not given) | 1.1 | 0.9 | -7 | -5 | -12 |
| 4 | CC1Cc2ccccc2N1c1ncnc2c1nnn2Cc1ccccc1 (stereo not given) | 1.1 | 1 | 8 | -8 | -2 |
| 5 | CC1CCN(C(=O)CSc2nnc(Cc3ccccc3)o2)CC1 | 1 | 1 | 14 | 1 | -1 |
| 6 | C=CCN1C(=O)N/C(=C/c2ccccc2OCC(=O)Nc2ccc(F)cc2)C1=O | 1 | 1 | -10 | -2 | 1 |
| 7 | COc1cccc(Cn2nnc(C(=O)NCCc3ccc(Cl)cc3)c2N)c1 | 1.1 | 0.9 | 4 | -5 | -7 |
| 8 | O=C(/C=C/c1cccs1)Nc1ccc(N2CCOCC2)c(S(=O)(=O)Nc2ccccc2Cl)c1 | 1 | 0.9 | -20 | -1 | -4 |
| 9 | CC(C)(C)C(=O)Nc1nnc(-c2ccncc2)o1 | 1 | 0.9 | -1 | 1 | -8 |
| 10 | COc1ccc2c(c1)sc(=N)n2C | 1 | 1.3 | 6 | -2 | -3 |
| 11 | CC(C)N=C1SCC(C)(/C=N/O)S1 (stereo not given) | 1 | 0.9 | -9 | -3 | -4 |
| 12 | NS(=O)(=O)c1ccc(NC(=O)CSc2ncnc3ccccc23)cc1 | 1 | 1.1 | -2 | 0 | -2 |
| 13 | CCCc1nn(-c2cc(Cl)ccc2OC)c2c1C(=O)CCC2 | 1 | 0.9 | 3 | -4 | -4 |
| 14 | COc1ccc(N2C(=O)C3CCCN3C2c2cccc(C)c2)cc1Cl (stereo not given) | 1 | 1 | 2 | -4 | -5 |
| 15 | CCc1c(C)c2cc(Cl)c(O)c(CN3CCCCC3)c2oc1=O | 1.1 | 1.1 | -10 | -12 | -6 |

| # | bIAP inh | TNAP inh noacc | RAM network inh | FLuc stim CS | Lmaj promast |
| --- | --- | --- | --- | --- | --- |
| 1 | 9 | -14 | 4.8 | 0.4 | -4 |
| 2 | -1 | 58* | 0.3 | 1.1 | 1 |
| 3 | 13 | -14 | 0.4 | 1.1 | -2 |
| 4 | 4 | -12 | 2.2 | 1 | 20 |
| 5 | 0 | -18 | 1.5 | 1 | -9 |
| 6 | 4 | -8 | 4.0 | 1 | -4 |
| 7 | 6 | -10 | 2.0 | 1.1 | -8 |
| 8 | 8 | -2 | 5.9 | 1 | 99* |
| 9 | 11 | -20 | 0.2 | 1.1 | 2 |
| 10 | -30 | -1 | -0.4 | 1 | 101* |
| 11 | 10 | -8 | 0.0 | 1 | -6 |
| 12 | -6 | 2 | 5.1 | 1 | 11 |
| 13 | 8 | -16 | -0.7 | 1 | 15 |
| 14 | -5 | -8 | 0.8 | 1 | -1 |
| 15 | -7 | -19 | 0.1 | 1.1 | -4 |

(continued)
| # | smiles | TNAP act hi DEA | bIAP activator | APP 5UTR inh | TNAP inh hiacc | FLuc inh counter |
| --- | --- | --- | --- | --- | --- | --- |
| 16 | Cc1ccc(C(=O)COC(=O)CNS(=O)(=O)c2ccccc2)cc1[N+](=O)[O-] | 1 | 1 | -4 | 0 | -3 |
| 17 | COc1ccc(OC)c(S(=O)(=O)NCCC2=CCCCC2)c1 | 1 | 1 | -6 | 0 | 1 |
| 18 | C=CCn1c(SCCOc2ccccc2)nnc1C(C)NC(=O)c1ccccc1 (stereo not given) | 1.1 | 1.1 | -3 | -11 | -8 |
| 19 | COc1ccc(CNC(C)(C)C)cc1Cl | 1 | 1 | 17 | 0 | -4 |
| 20 | Cc1noc(C)c1COC(=O)CNC(=O)c1cccc(F)c1 | 1.1 | 1 | -13 | -6 | 2 |
| 21 | Cc1ccccc1NC(=O)c1cccc(C(F)(F)F)c1 | 1 | 1.3 | 5 | -1 | -2 |
| 22 | COc1cccc(NC(=O)N2CCCC2C(=O)NCC(C)C)c1 (stereo not given) | 1 | 0.9 | 20 | -3 | -3 |
| 23 | CCCCN(C)S(=O)(=O)c1c(C)[nH]c(=O)[nH]c1=O | 1 | 0.9 | 12 | -4 | -8 |
| 24 | O=C(NCC1CCCO1)c1cc2c(=O)[nH]c3ccccc3c2s1 (stereo not given) | 1 | 1 | -10 | -5 | -4 |
| 25 | O=C(Nc1nnc(C2CC2)s1)c1ccc(S(=O)(=O)c2ccccc2)cc1 | 1 | 1 | -6 | -1 | -8 |
| 26 | COc1ccc(OC)c(Cc2nnc(CCC(=O)N3CCCCCC3)o2)c1 | 1 | 1.3 | -17 | 0 | -2 |
| 27 | COc1ccc(-c2ccc(SCC(=O)Nc3nccs3)nn2)cc1OC | 1 | 1.1 | -23 | -2 | 15 |
| 28 | CCC/C(O)=C1\C(=O)CC(c2ccccc2)CC1=NCCc1c(C)[nH]c2ccc(C)cc12 (stereo not given) | 1 | 1.1 | -16 | 0 | 0 |
| 29 | Cn1cc(/C=C/C(=O)N2CCCC(C(=O)c3ccc(C(F)(F)F)cc3)C2)cn1 (stereo not given) | 1 | 1 | 1 | -3 | -3 |
| 30 | CCCC(=O)NC(=S)N1CCN(c2ccc([N+](=O)[O-])cc2)CC1 | 0.8 | 1.1 | 4 | 19 | -2 |

| # | bIAP inh | TNAP inh noacc | RAM network inh | FLuc stim CS | Lmaj promast |
| --- | --- | --- | --- | --- | --- |
| 16 | 1 | -4 | 2.0 | 1 | -9 |
| 17 | 4 | 0 | 1.6 | 1 | -5 |
| 18 | -8 | -5 | -0.5 | 1.1 | -3 |
| 19 | 1 | -8 | 2.6 | 1 | -3 |
| 20 | 1 | -2 | 2.5 | 1 | -6 |
| 21 | -25 | -9 | 1.8 | 1 | -2 |
| 22 | 7 | -10 | 0.3 | 1 | -6 |
| 23 | 13 | -11 | 1.9 | 1.1 | -4 |
| 24 | 5 | 0 | 2.4 | 1 | 4 |
| 25 | 2 | -13 | 4.0 | 1.1 | -6 |
| 26 | -31 | -6 | 0.6 | 1 | -1 |
| 27 | -11 | -5 | 1.9 | 0.9 | 11 |
| 28 | -11 | -1 | 0.8 | 1 | 58* |
| 29 | 2 | -6 | -1.9 | 1 | -7 |
| 30 | -7 | 12 | 4.6 | 1 | 70* |

Later entries
| # | smiles | TNAP act hi DEA | bIAP activator | APP 5UTR inh | TNAP inh hiacc | FLuc inh counter |
| --- | --- | --- | --- | --- | --- | --- |
| 31 | Cc1cc(C)c(C(=O)c2ccc(C(=O)N(C(C)C)C(C)C)cc2)c(C)c1 | 1 | 1.1 | · | 0 | 1 |
| 32 | CCOC(=O)c1cc([N+](=O)[O-])sc1N | 0.9 | 1 | -15 | 12 | -1 |
| 33 | CCCS(=O)(=O)N1CCCC(C(=O)N2CCN(c3ccccn3)CC2)C1 (stereo not given) | 1 | 1 | · | -3 | -4 |
| 34 | CCCCOc1ccc(Cl)cc1CSc1nnc(C)n1N | 1.1 | 0.9 | 26 | -5 | -6 |
| 35 | O=C(NCCN1CCC(Cc2ccccc2)CC1)C1CCN(S(=O)(=O)N2CCC3(CC2)OCCO3)CC1 | 1 | 1.1 | 4 | 0 | -6 |
| 36 | COc1ccc(NC(=O)CSc2nnc(-c3cccnc3)n2Cc2ccco2)c(OC)c1 | 1 | 1 | 1 | -5 | -3 |
| 37 | CCOc1ccc(NC(=O)Nc2cccn(Cc3ccccc3)c2=O)cc1 | 1 | 1.1 | -16 | -2 | 25 |
| 38 | Cn1nnnc1SCC(=O)N1CCN(C(c2ccccc2)c2ccccc2)CC1 | 1 | 0.5 | -1 | -2 | -2 |
| 39 | O=C(NCCc1ccccn1)c1ccc(NS(=O)(=O)c2ccc(F)cc2)cc1 | 1.1 | 0.9 | -24 | -6 | -9 |
| 40 | CCOC(=O)N1CCN(S(=O)(=O)c2cccc3nonc23)CC1 | 1.1 | 1 | 10 | -7 | -8 |
| 41 | COc1ccc(Br)cc1/C=C\C(=O)NCc1cccnc1 | 1 | 1 | -16 | -5 | -4 |
| 42 | CCCCC(=O)NC(NC(=O)CCCC)c1ccc(OCC(C)C)c(OC)c1 | 1.1 | 0.9 | 13 | -14 | -4 |
| 43 | C=CCn1c(=O)/c(=C/c2ccc(F)cc2)s/c1=C(\C#N)c1nnc2n1CCCCC2 | 1 | 1.1 | -6 | 0 | -6 |
| 44 | O=C(CNS(=O)(=O)c1ccccc1)OCC(=O)c1ccc(OC(=O)c2ccccc2)cc1 | 1 | 1 | -12 | -3 | -6 |
| 45 | COc1cccc(N2CCN(C3OC(=O)c4ccccc43)CC2)c1 (stereo not given) | 0.9 | 1 | 7 | 5 | 0 |

| # | bIAP inh | TNAP inh noacc | RAM network inh | FLuc stim CS | Lmaj promast |
| --- | --- | --- | --- | --- | --- |
| 31 | -8 | -7 | 2.3 | 1 | 86* |
| 32 | 3 | 0 | 1.6 | 1 | 5 |
| 33 | 4 | -9 | -0.5 | 1 | -2 |
| 34 | 7 | -12 | -0.4 | 1.1 | -3 |
| 35 | -14 | -6 | -0.8 | 1.1 | 7 |
| 36 | 1 | -14 | 0.2 | 1 | -8 |
| 37 | -13 | -7 | 3.2 | 0.8 | 20 |
| 38 | 47 | -9 | 0.0 | 1 | 36 |
| 39 | 8 | -7 | 0.4 | 1.1 | -3 |
| 40 | -1 | -18 | 4.2 | 1.1 | -5 |
| 41 | 4 | 0 | 1.6 | 1 | 1 |
| 42 | 13 | -48 | 2.1 | 1 | -1 |
| 43 | -7 | -5 | 4.3 | 1.1 | 61* |
| 44 | 1 | -7 | 3.6 | 1.1 | -3 |
| 45 | 0 | -3 | 2.6 | 1 | -6 |

Bioassay records: PubChem BioAssay, several laboratories
